Source: PubChem BioAssay
aGal spleen mod – qHTS Assay for Inhibitors and Activators of Human alpha-Galactosidase From Spleen Homogenate. Alpha-galactosidase A (Homo sapiens), P06280. Potency, µM (titrated, usually from 80 µM), without a hit: at the highest dose activity change, negative = inhibition, usual class: inhibitors. human spleen homogenate, 4MU-alpha-Gal fluorescence, 40 min. 240,000 tested, 0.008% active. AID 2107, 2009;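 further: 0% = enzyme with vehicle and -100% = no enzyme basal signal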
Target sequence (P06280 32-429 limits assumed): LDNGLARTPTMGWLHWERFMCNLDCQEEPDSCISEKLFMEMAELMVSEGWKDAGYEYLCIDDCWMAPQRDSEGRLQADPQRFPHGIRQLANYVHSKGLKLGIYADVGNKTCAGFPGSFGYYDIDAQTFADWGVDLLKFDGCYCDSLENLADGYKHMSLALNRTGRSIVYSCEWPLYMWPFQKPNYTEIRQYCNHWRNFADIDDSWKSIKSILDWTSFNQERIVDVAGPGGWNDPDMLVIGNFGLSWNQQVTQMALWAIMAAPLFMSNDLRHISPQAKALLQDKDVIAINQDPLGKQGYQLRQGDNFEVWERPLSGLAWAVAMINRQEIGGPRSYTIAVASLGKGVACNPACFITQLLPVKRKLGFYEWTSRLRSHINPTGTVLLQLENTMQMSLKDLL
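Human spleen homogenate (1 ug) as enzyme source, 4-methylumbelliferyl-alpha-D-galactopyranoside 1 mM final, citrate/phosphate pH 5.0 with 0.01% Tween-20. Compounds 40 min at 37C, NaOH/glycine stop; fluorescence Ex 365/Em 440, Hill-fit AC50.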
GAA inhib – qHTS Assay for Inhibitors of Human alpha-Glucosidase as a Potential Chaperone Treatment of Pompe Disease. Lysosomal alpha-glucosidase (Homo sapiens), P10253. purified human GAA, 4-MU-alpha-glucoside fluorescence. Potency, µM (doses to about 76.9 µM), for the others: top-dose activity change, negative = inhibition, most hits filed as inhibitors. 200,000 tested, 0.005% active. AID 1466, 2008;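 further: plate controls were uninhibited enzyme wells for no effect and no-enzyme background for full effect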
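qHTS format, compound range up to 77 uM. Human lysosomal enzyme at 4 nM, 400 uM 4-MU glucoside substrate, pH 5.0, 20 min room temperature; fluorescence after alkaline stop gives activity normalized to controls.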
GAA spleen mod – qHTS Assay for Inhibitors and Activators of Human alpha-Glucosidase From Spleen Homogenate | Lysosomal alpha-glucosidase (Homo sapiens), P10253 | 240,000 tested, 0.006% active | AID 2112, 2009 | human spleen homogenate, 4-MU-alpha-glucoside fluorescence | Potency, µM (highest dose often 79.9 µM), without a hit: at the top dose activity change, negative = inhibition, actives largely listed as inhibitors;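 further: 0% = enzyme with vehicle and -100% = no enzyme basal signal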
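Human spleen homogenate (1 ug) incubated with compounds and 1 mM 4-methylumbelliferyl-alpha-D-glucopyranoside in pH 5.0 citrate/phosphate buffer, 37 C, 40 min. Stopped at pH 10; 4-MU fluorescence (Ex 365/Em 440 nm); AC50 by Hill fit.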
KDM4E inh – qHTS Assay for Inhibitors of Human Jumonji Domain Containing 2E (JMJD2E); Lysine-specific demethylase 4E (Homo sapiens), B2RXH2; JMJD2E catalytic domain, FDH-coupled NADH fluorescence (FDH is formaldehyde dehydrogenase); Potency, µM (series often up to 57.1 µM), for inactives: at the highest dose activity change, negative = inhibition, usual class: inhibitors; 230,000 tested, 1.6% active; AID 2147, 2009; active means well fitted inhibition curve with a large enough effect, not every such curve was filed as active; inconclusive means small, poorly fitted or top-dose-only effect, or another doubt; inactive means no such curve, though single readings can be large or run the other way;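 further: 0% = wells with enzyme and -100% = buffer wells without enzyme; nearly all actives have a fitted effect of over 50% in size; many of its hits are not listed in these tables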
Target sequence (B2RXH2 1-337 limits assumed): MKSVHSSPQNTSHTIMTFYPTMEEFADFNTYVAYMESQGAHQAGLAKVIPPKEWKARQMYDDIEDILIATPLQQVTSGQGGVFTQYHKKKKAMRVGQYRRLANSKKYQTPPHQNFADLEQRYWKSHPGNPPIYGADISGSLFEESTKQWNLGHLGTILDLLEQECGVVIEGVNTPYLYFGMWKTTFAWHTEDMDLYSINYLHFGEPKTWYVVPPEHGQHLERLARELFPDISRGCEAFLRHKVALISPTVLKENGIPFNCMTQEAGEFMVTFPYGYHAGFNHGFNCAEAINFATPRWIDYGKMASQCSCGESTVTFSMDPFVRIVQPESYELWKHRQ
SMN2 splice enh – qHTS Assay for Enhancers of SMN2 Splice Variant Expression; HEK293 SMN2-luciferase splicing reporter, luminescence, 30-36 h; Potency, µM (titrated, usually from 46.1 µM), inactives show at the highest dose activity change, positive = activation, hits mostly activators; 210,000 tested, 2.8% active; further: % of control where 0% means no effect; nearly all actives have a fitted effect of over 55% in size
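HEK293 cells carry an SMN2 minigene-luciferase reporter in which exon 7 inclusion puts luciferase in frame. Cells were seeded at 2000 cells/well, attached for 10-12 hours, then exposed to compounds for 30-36 hours at 37C before ONE-Glo luminescence.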
GoLoco inh red – qHTS Assay for Inhibitors of RGS12 GoLoco Motif Activity (Red Fluorophore). Guanine nucleotide-binding protein G(i) subunit alpha-1 (Homo sapiens), P63096. Gai1:RGS12 GoLoco peptide FP, rhodamine, 10 min. Potency, µM (titrated, usually from 61.6 µM), for the others: at the highest dose activity, negative = inhibition, usual class: inhibitors. 230,000 tested, 0.44% active; active means well fitted inhibition curve with a large enough effect, not every such curve was filed as active; inactive means no such curve, though single readings can be large or run the other way; further: on the % scale 0 is the no-effect control and ±100 the full control effect; nearly all actives have a fitted effect of over 30% in size; many of its hits are not listed in these tables
Target sequence (P63096 whole entry, looked up): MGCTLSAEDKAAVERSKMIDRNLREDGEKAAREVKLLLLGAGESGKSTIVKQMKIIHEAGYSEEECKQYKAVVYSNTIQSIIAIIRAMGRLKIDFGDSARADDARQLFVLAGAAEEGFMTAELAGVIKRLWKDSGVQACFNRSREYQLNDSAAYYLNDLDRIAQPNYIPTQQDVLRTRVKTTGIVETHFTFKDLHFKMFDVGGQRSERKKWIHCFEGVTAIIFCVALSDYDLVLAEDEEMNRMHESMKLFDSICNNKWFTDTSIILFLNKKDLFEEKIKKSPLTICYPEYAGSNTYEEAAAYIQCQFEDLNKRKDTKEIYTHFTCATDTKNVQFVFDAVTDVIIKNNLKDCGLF
ALDH1A1 block – qHTS Assay for Inhibitors of Aldehyde Dehydrogenase 1 (ALDH1A1) | Aldehyde dehydrogenase 1A1 (Homo sapiens), P00352 | Purified ALDH1A1, NADH fluorescence, propionaldehyde substrate | Potency, µM (doses to about 75.3 µM), for inactives: top-dose activity, negative = inhibition, usual class: inhibitors | 220,000 tested, 7.3% active; active means well fitted inhibition curve with a large enough effect, not every such curve was filed as active; inconclusive means small, poorly fitted or top-dose-only effect, or another doubt; inactive means no such curve, though single readings can be large or run the other way;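 further: plate controls were no enzyme wells and a reference inhibitor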
GAA glycogen – qHTS Assay for Inhibitors and Activators of Human alpha-Glucosidase Cleavage of Glycogen. AID 2100, 2009. Lysosomal alpha-glucosidase (Homo sapiens), P10253. recombinant GAA, glycogen substrate, Amplex Red glucose oxidase fluorescence. 300,000 tested, 0.38% active. Potency, µM (doses to about 76.4 µM), without a hit: at the highest dose activity change, negative = inhibition, actives largely listed as inhibitors;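 further: 0% = full enzyme reaction and -100% = no-enzyme basal signal; the screen sought inhibitors and activators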
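Recombinant human enzyme (4 nM); glycogen substrate; 37 C, 40 min, pH 5.0. Readout: coupled glucose oxidase/Amplex Red fluorescence.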
* hit, by the source's call; ? = inconclusive; . = not tested or not shown; & = joins results of further samples; [ ] = dose if it differs, or a comment. Unless noted, the call rests on the fitted dose curve; in most records, active means well fitted curve in the direction sought with a large enough effect; inconclusive means small, poorly fitted or top-dose-only effect, or another doubt; inactive means no such curve, though single readings can be large; an effect the other way counts as inactive or inconclusive. Potency means the concentration at half of the fitted maximal effect. The list is partial; rates above refer to the full screens.

SMILES	aGal spleen mod	GAA inhib	GAA spleen mod	KDM4E inh	SMN2 splice enh	GoLoco inh red	ALDH1A1 block	GAA glycogen
CN(C)C(=O)COC(=O)c1cccnc1Nc1ccccc1F	5%	-3%	3%	1%	3%	3%	-10%	-5%
COc1ccc(C(=O)NC2CCN(C(=S)Nc3cccc(C)c3C)CC2)cc1	-3%	-3%	-6%	-1%	-18%	7%	-4%	12%
O=C(Nc1nnc(/N=C/c2ccco2)s1)c1ccc(F)cc1	7%	?	-10%	7%	12%	15%	-7%	-8%
CC(C(=O)N1CCCCCC1)c1ccc([N+](=O)[O-])cc1 (configuration not stated)	-12%	.	0%	5%	.	-1%	-4%	-1%
COc1ccc(N2C(=O)CC2(C#N)c2ccc(OCc3ccccc3)cc2)cc1 (configuration not stated)	-12%	4%	-4%	-11%	-16%	1%	1%	3%
Cc1ccc(S(=O)(=O)N2CCN(c3ccc(C(=O)N4CCOCC4)cc3[N+](=O)[O-])CC2)cc1	1%	-16%	-9%	1%	-45%[inhibitor]	-5%	-6%	-12%
CCN(CC)S(=O)(=O)c1ccc(Cl)c(NC(=O)c2ccncc2)c1	-4%	-1%	2%	?	-18%	6%	13µM*	12%
O=c1c2ccccc2c(C=NCc2ccccn2)c(O)n1-c1ccccc1	2%	?	-3%	?	6%	9%	-7%	-2%
COc1ccc(-c2nc(=S)c3c([nH]2)Oc2ccc(C)cc2C3)cc1O	6%	3%	-3%	4%	10%	2%	4%	0%
CCOc1ccc(N2C(=O)CC(NCc3ccc(S(N)(=O)=O)cc3)C2=O)cc1 (configuration not stated)	7%	.	1%	3%	.	8%	.	-3%
O=C(CCSCc1ccccc1Cl)N1CCN(c2cccc(Cl)c2)CC1	8%	5%	-3%	-5%	1%	8%	-11%	-1%
COc1ccc(CN(Cc2cccn2C)C(=O)c2cc3cc(OC)ccc3[nH]2)cc1	-2%	.	-13%	?	.	-2%	.	-9%
O=C(CSc1ccc2nnc(-c3ccc(Cl)cc3)n2n1)N1CCCC1	3%	-9%	1%	11%	-14%	7%	-12%	-1%
Cc1c(C(=O)NCc2ccccc2Cl)oc2c1C(=O)CCC2	3%	1%	-1%	0%	5%	6%	?	-2%
COc1ccc2c(c1)C1NC(=S)NC(C)(O2)C1C(=O)Nc1ccccc1C (configuration not stated)	-3%	-2%	-12%	5%	-3%	-4%	3%	-11%
Cn1sc(NC(=O)c2ccccc2Cl)nc1=O	-2%	1%	-1%	-4%	?	3%	11µM*	-1%
O=C(CN1C(=O)c2ccccc2C1=O)Nc1cc([N+](=O)[O-])ccc1O	-3%	2%	0%	?	14%	0%	2%	3%
CCOc1ccccc1CNCCNCC(C)O (configuration not stated)	-4%	-7%	-4%	20%	.	-3%	?	0%
O=C(CCCCCNc1nc(=S)[nH]c2ccccc12)NCCc1c[nH]c2ccccc12	7%	2%	7%	4%	-5%	0%	5%	9%
CC(=O)OCC(=O)[C@@]1(O)CC[C@H]2[C@@H]3CCC4=CC(=O)C=C[C@]4(C)[C@@]3(Cl)[C@@H](Cl)C[C@@]21C	0%	.	2%	-2%	.	-16%	.	-3%
O=C(NCCCN1CCOCC1)c1ccc(CS(=O)(=O)c2cccc(C(F)(F)F)c2)o1	-3%	-5%	-2%	-1%	0%	6%	-4%	6%
Cc1ccc(S(=O)(=O)NCC2CCC(C(=O)NCc3ccc4c(c3)OCO4)CC2)cc1 (configuration not stated)	11%	-14%	2%	14%	-1%	0%	7.1µM*	3%
COc1ccc(OC)c(Cc2nnc(CCC(=O)NC(C3CC3)C3CC3)o2)c1	-8%	1%	-2%	-5%	3%	16%	-2%	11%
COCCNC(=O)/C(C#N)=C/c1ccc(N2CCOCC2)o1	-1%	?	-2%	?	8%	4%	32µM*	4%
Cc1nn(Cc2ccccc2)c(C)c1C(=O)OCC(=O)c1cc(C)n(C2CC2)c1C	9%	-5%	5%	-13%	-20%	3%	?	-1%
C/C(=N\N)c1c(-c2ccccc2)c2cc(Br)ccc2[nH]c1=O	-4%	-5%	0%	3%	.	3%	1%	10%
Nc1cc(N)c(OCC(F)(F)F)cc1OCC(F)(F)F	-12%	2%	-3%	?	-6%	-27%	17%	14%
CS(=O)(=O)Nc1cccc(C(=O)CC2(O)C(=O)Nc3ccc(Br)cc32)c1 (configuration not stated)	-10%&-1%	-3%	-18%&4%	3%&-4%	4%	2%&7%	0%	2%&0%
Cc1ccc(S(=O)(=O)CCC(=O)OCC(=O)c2c(C)[nH]c3ccccc23)cc1	3%	-2%	-9%	-3%	.	.	?	7%
O=C(O)COc1ccccc1/C=N/NC(=O)/C(=C\c1ccc2c(c1)OCO2)NC(=O)c1ccccc1	-13%	6%	0%	?	-36%[inhibitor]	4%	2%	-14%
COc1cc(NC(=S)Nc2cccnc2)cc(OC)c1	-3%	2%	-5%	-8%	0%	4%	32µM*	-3%
CCOc1ccccc1C(=O)Nc1nnc(CC)s1	4%	?	2%	1%	17%	3%	?	4%
NC(=O)[C@@H]1CCCNc2c(I)cc([N+](=O)[O-])cc2C(=O)N[C@@H](CCCN=C(N)N)C(=O)N[C@@H](CCCN=C(N)N)C(=O)N1	0%	-1%	3%	4%	-6%	0%	0%	5%
CCOC(=O)c1oc2nc(CC(C)C)c3c(c2c1N)CCC3	14%	6%	-8%	?	-20%	4%	?	0%
Cc1ccc(N2CCN(C(=O)c3ccccc3Br)CC2)c(C)c1	-7%	-12%	-2%	-2%	-37%[inhibitor]	9%	?	-3%
Cn1c(=O)c2c(nc(NCc3ccco3)n2Cc2ccc(Cl)cc2Cl)n(C)c1=O	2%	-2%	3%	1%	.	.	?	9%
O=C(CN1CCOCC1)Nc1ccc(S(=O)(=O)NC2CCCCC2)cc1	-4%	-9%	1%	4%	-6%	-1%	?	-5%
COc1ccc(C2OC34CCCCC3C(C#N)(C#N)C2(C#N)C(=N)O4)cc1 (configuration not stated)	?	?	18%	?	3%	-90%	?	-8%
O=C1/C(=C\c2cccs2)SC(=S)N1C1CCS(=O)(=O)C1 (configuration not stated)	0%	3%	2%	-20%	-2%	36%[activator]	8%	-13%
COc1cccc([C@@H]2Oc3ccc(Br)cc3C(=O)[C@H]2OC(=O)NS(=O)(=O)c2ccc(F)cc2)c1	7%	.	-3%	3%	12%	63%[activator]	?	.
Cn1c(=O)[nH]c(=O)c2c1nc(N1CCOCC1)n2CCSc1nc2ccccc2[nH]1	10%	8%	3%	0%	-9%	-5%	4%	2%
CCOC(=O)c1cn2nc(Oc3cccc(F)c3)ccc2n1	-8%	.	-11%	?	.	0%	.	4%
c1ccc(-c2nc(-c3ccncc3)no2)cc1	0%	2%	-4%	3%	?	5%	4%	8%
Cc1cc(C(=O)N/N=C/c2ccccc2)c(C)o1	6%	.	4%	2%	.	8%	.	10%
CS(=O)(=O)Nc1ccc([N+](=O)[O-])cc1OC1CCCCC1	-6%&6%	.	-6%&4%	-16%	-31%[inhibitor]	5%&-8%	22µM*	.
O=C(O)CCC(=O)CCC(=O)c1ccccc1	-2%	?	-1%	2%	-2%	3%	?	10%
CCN1C=CC(=C2C(=O)c3ccccc3C2=O)C=C1	?	-23%	?	-2%	0.25µM*	16%	?	-1%
C=CCn1c(CCNC(=O)c2cccs2)nnc1SCC(=O)c1ccc(Br)cc1	5%	-1%	0%	3%	-17%	-2%	?	5%
COc1ccc(Nc2ccc(Nc3ccc(OC)cc3)nn2)cc1	1%	-3%	-20%	-4%	.	.	19%	?
Cc1ccc(S(=O)(=O)N2CCN(S(=O)(=O)c3ccccc3)C2c2ccc(N(C)C)cc2)cc1 (configuration not stated)	-5%	-4%	2%	-10%	?	-8%	?	-6%
O=C(NCc1ccc(N2CCCC2=O)cc1)Nc1cccc2ccccc12	-5%	-1%	-12%	-20%	-29%	3%	10%	-1%
CCCCS(=N)(=O)CCC(N)C(=O)O (configuration not stated)	1%&-4%	.	-9%&-5%	-7%	-9%&9%	-9%&5%	-9%&-5%	.
Cc1cccc(C)c1-n1c(=O)n(Cc2ccccc2)c(=O)c2[nH]cnc21	-6%	.	0%	6%	.	11%	.	4%
Cn1c2ccccc2c2nnc(SCc3nnc(-c4ccccc4)o3)nc21	7%	10%	4%	11%	1%	11%	4%	2%
COc1ccc2c(-c3ccccc3)cc(SCC(N)=O)nc2c1	-2%	.	9%	?	.	72%[activator]	.	-8%
CN(C(=O)CSc1nnc(-c2ccccc2)n1C)C1CCS(=O)(=O)C1 (configuration not stated)	4%	-1%	.	-12%	-1%	5%	2%	7%
CCOc1ccc(N2CC(C(=O)Nc3ccc(S(=O)(=O)Nc4ncccn4)cc3)CC2=O)cc1 (configuration not stated)	-22%	0%	-5%	-2%	-19%	7%	9%	4%

Compounds from the list above that contain a cyano group, in the order listed:
SMILES	aGal spleen mod	GAA inhib	GAA spleen mod	KDM4E inh	SMN2 splice enh	GoLoco inh red	ALDH1A1 block	GAA glycogen
COc1ccc(N2C(=O)CC2(C#N)c2ccc(OCc3ccccc3)cc2)cc1 (configuration not stated)	-12%	4%	-4%	-11%	-16%	1%	1%	3%
COCCNC(=O)/C(C#N)=C/c1ccc(N2CCOCC2)o1	-1%	?	-2%	?	8%	4%	32µM*	4%
COc1ccc(C2OC34CCCCC3C(C#N)(C#N)C2(C#N)C(=N)O4)cc1 (configuration not stated)	?	?	18%	?	3%	-90%	?	-8%
